# Screening results from PubChem BioAssay.
# PLCg1 inh = inhibitors of human phospholipase C gamma1; P19174; purified PLC-gamma1, fluorogenic substrate, fluorescence; inhibition, % at 12.2 µM; hit rate 0.84% among 370,000; AID 720700; in the data active = inhibition above about 9.5%
# ssDAF-12 act = activates DAF-12 receptor from parasite S. stercoralis. activation, % at 6.8 µM. hit rate 1% among 370,000. HEK293 ssDAF-12/GRIP1 lit1-tk-luc reporter, luminescence; % of 3 µM dafachronic acid response. AID 652126;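 active = activation above the mean over all tested compounds plus 3 SD, cut at about 0.9% in these data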;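 also: 0% = DMSO-only wells and 100% = 3 µM delta7-dafachronic acid wells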
# PLC-beta3 inh = inhibitors of human phospholipase C beta3 | Q01970 | Purified PLC-beta3, fluorogenic substrate, fluorescence | inhibition, % at 12.2 µM | AID 720704 | hit rate 0.18% among 370,000; in the data active = inhibition above about 11%;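 also: 0% = median of compound wells on plate and 100% = full blocker control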
# hgDAF12 agonist = agonists of H. glycines DAF-12 nuclear receptor. activation, % at 6.8 µM. HEK293 GAL4-hgDAF12 UAS-luciferase reporter, agonist luminescence; normalized to butyrate control. hit rate 1.8% among 370,000;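 active = activation above a cutoff set at the mean of all screened compounds plus 3 SD, cut at about 10% in these data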;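 also: 0% = DMSO wells and 100% = sodium butyrate wells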
# hcDAF-12 act = H. contortus DAF-12 activation, primary screen | AID 652067 | HEK293 hcDAF-12 lit1-tk-luc reporter, luminescence; 0% DMSO, 100% Δ7-dafachronic acid | activation, % at 6.8 µM | hit rate 1.4% among 370,000;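 active = activation above the mean of all tested compounds plus 3 SD, cut at about 5.5% in these data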;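 also: 100% = response to 3 µM Δ7-dafachronic acid high control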
# DAX1 inh-1 = DAX1 (NR0B1) inhibition, primary screen; HEK293T StAR-luciferase reporter, SF-1/DAX-1 repression relief; inhibition, % at 6.8 µM; hit rate 1.1% among 370,000; AID 652010;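 active = inhibition above the mean over all tested compounds plus 3 SD, cut at about 3.6% in these data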;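 also: 0% = DAX-1 cells with DMSO and 100% = cells lacking DAX-1 with DMSO; higher inhibition means more luminescence from relief of DAX-1 repression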
# ADAM10 inh = inhibitors of human ADAM10; O14672; recombinant ADAM10, EDANS/DABCYL FRET peptide cleavage, 3 h; inhibition, % at 7 µM; hit rate 0.62% among 370,000; AID 720582;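 active = inhibition above a per-campaign cutoff equal to the mean of compounds falling between control-based bounds plus 3 SD, cut at about 20% in these data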;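 also: 0% = DMSO wells while the 100% control is not disclosed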
# sPLA2-III inh = Inhibits HGIII-sPLA2 liposome hydrolysis, primary screen. inhibition, % at 12.2 µM. AID 743126. hit rate 0.56% among 370,000. QFRET BODIPY PC-A2 liposome hydrolysis, fluorescence;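 active = inhibition above mean plus 3 SD of compounds lying within the high and low control bounds, cut at about 19% in these data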;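 also: 0% = median of test compound wells and 100% = no enzyme DMSO wells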
# ADAM17 inh = ADAM17 inhibition, QFRET primary screen | P78536 | recombinant ADAM17, EDANS/DABCYL FRET peptide cleavage | inhibition, % at 6.95 µM | hit rate 0.83% among 370,000 | AID 720648;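 active = inhibition above the mean of compounds lying between control limits plus 3 SD, set per campaign, cut at about 8.5% in these data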;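 also: 0% = DMSO-only wells as the low control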
# Target sequence (P78536 215-824 limits assumed): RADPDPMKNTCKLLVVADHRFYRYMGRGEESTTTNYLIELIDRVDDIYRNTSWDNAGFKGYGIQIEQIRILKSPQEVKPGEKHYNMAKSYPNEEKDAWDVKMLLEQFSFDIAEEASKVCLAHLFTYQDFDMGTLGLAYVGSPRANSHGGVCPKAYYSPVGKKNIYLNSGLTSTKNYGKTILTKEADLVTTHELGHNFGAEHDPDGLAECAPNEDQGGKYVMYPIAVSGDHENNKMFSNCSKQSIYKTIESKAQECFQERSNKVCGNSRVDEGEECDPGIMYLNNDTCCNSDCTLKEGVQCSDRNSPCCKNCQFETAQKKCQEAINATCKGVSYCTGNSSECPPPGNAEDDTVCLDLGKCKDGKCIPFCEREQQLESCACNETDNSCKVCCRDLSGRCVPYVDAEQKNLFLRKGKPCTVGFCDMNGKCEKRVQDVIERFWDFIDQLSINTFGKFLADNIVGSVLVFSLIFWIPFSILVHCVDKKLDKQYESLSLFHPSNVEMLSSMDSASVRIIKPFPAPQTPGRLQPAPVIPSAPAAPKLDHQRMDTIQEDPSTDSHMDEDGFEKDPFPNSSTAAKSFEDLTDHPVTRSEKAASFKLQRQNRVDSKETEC
# DAX1 inh-2 = inhibits human nuclear receptor DAX1; HEK293 Gal4-DAX1 luciferase reporter, luminescence; AID 504766; hit rate 0.99% among 340,000; inhibition, % at 6.75 µM;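 active = inhibition above the mean over all tested compounds plus 3 SD, cut at about 4.2% in these data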;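 also: 0% = DAX1-transfected cells with DMSO and 100% = empty-vector control cells with DMSO; inhibition shows as a rise in luminescence from relieved DAX1 repression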
# Target sequence (P51843 207-470 limits assumed): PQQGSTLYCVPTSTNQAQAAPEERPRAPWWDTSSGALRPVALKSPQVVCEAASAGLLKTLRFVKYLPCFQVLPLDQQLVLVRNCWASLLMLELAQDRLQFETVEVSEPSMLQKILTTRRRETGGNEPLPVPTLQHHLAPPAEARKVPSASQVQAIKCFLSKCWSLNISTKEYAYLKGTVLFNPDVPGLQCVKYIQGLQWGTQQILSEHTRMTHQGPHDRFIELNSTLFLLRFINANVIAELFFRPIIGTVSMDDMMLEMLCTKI
# FXN GAA850 act = activators of GAA850 frataxin (FXN) promoter | HEK293 lucGAA850 FXN promoter luciferase reporter, 24 h; percent of 10 µM SAHA response | activation, % at 6 µM | hit rate 0.56% among 360,000 | AID 540364;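 active = activation above the average of all compounds screened plus 3 SD, cutoff fixed separately per campaign, cut at about 7.5% in these data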;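 also: 0% = DMSO wells and 100% = 10 µM SAHA wells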
# The depositor's hits bear a star; i = inactive; x = no result given.
canonical_smiles	PLCg1 inh	ssDAF-12 act	PLC-beta3 inh	hgDAF12 agonist	hcDAF-12 act	DAX1 inh-1	ADAM10 inh	sPLA2-III inh	ADAM17 inh	DAX1 inh-2	FXN GAA850 act
CC(C)[C@H]1C(=O)Nc2ccccc2N1C(=O)N[C@@H](Cc1ccccc1)C(=O)N[C@H](Cc1ccccc1)C(=O)O	1	-1.6	0	1.9	-1.5	1.6	-16	-10	-4	0.8	1.3
O=C(Oc1ccccc1C(=O)N1CCOCC1)c1ccc(F)cc1	5	-1.5	-3	-1.0	-1.4	0.5	17	2	0	-0.9	-0.8
C=CCN1C(=O)c2ccc(C(=O)N(CC)CC(=O)Nc3c(F)cccc3F)cc2C1=O	-4	-0.4	-2	1.6	0.1	-1.1	-1	6	-1	-0.4	0.0
COCCNC(=O)CSc1nc2nc(C)cc(C)n2n1	-3	-1.5	-2	-0.5	-0.6	1.0	-7	2	-4	-0.3	-1.0
Clc1ccccc1C=NNc1ccccn1	0	0.5	-5	2.2	2.0	0.9	-8	-5	-1	3.1	5.1
COc1ccc(C(=O)Nc2cc(C)ccc2NC(=O)COc2ccccc2)cc1	1	-1.1	0	1.5	-2.2	-0.9	-3	2	-2	0.1	-4.2
CCN1CC(CNC(=O)c2ccc3nc(Cc4cccc(Cl)c4)oc3c2)CC1=O (stereo unspecified)	-1	-1.2	-5	-1.7	-1.1	0.8	-13	-8	0	-0.2	-0.2
CCCCC(=O)NC(c1ccc([N+](=O)[O-])cc1)c1c(O)ccc2ccccc12 (stereo unspecified)	-1	-1.2	-2	-5.3	-0.9	0.0	28*	-49	11*	-0.5	-3.5
CN(CCNC(=O)c1cccc(N2CCCC2=O)c1)Cc1ccccc1	-2	-0.9	1	1.0	1.2	-0.3	-6	-6	-6	0.5	3.9
Cc1cc(C)cc(-n2c3ccc(NC(=O)Cc4cccc5ccccc45)cc3c(=O)n2C)c1	-87	-0.3	-110	1.6	-0.3	-2.0	-117	-3	-33	x	-2.0
CCCn1c2ccccc2c2cn[nH]c(=O)c21	0	-0.4	-6	-0.4	-2.1	-0.1	-12	-1	-9	2.2	0.8
Cc1ccc(Nc2nnc(SCC(=O)c3c(N)n(C4CC4)c(=O)[nH]c3=O)s2)cc1C	-2	-0.5	-4	1.9	-1.0	1.0	-7	4	-2	-0.1	0.9
O=c1[nH]ccc2c([N+](=O)[O-])cccc12	0	-1.4	0	1.6	-2.0	0.7	-4	3	0	-0.1	-0.2
COc1cc(S(=O)(=O)NC2CCCCC2C)ccc1-n1cnnn1 (stereo unspecified)	0	-1.4	1	-2.7	-0.8	-1.0	-5	-3	-6	-0.3	2.1
Cc1cc(C(=O)N/N=C2\CC(=O)CC(C)(C)C2)c(C)n1-c1ccc(F)cc1	-12	-0.7	-18	-4.1	-2.3	-0.1	-14	4	-5	-0.7	1.8
Cc1cc(OCC(=O)N(Cc2cccs2)C2CCS(=O)(=O)C2)ccc1Cl (stereo unspecified)	3	-1.3	4	1.3	-0.2	-1.5	2	-8	2	0.7	1.5
COc1ccc(/C=C/C(=O)c2sc(-c3ccccc3)nc2C)cc1	-15	-0.9	-9	-2.1	-0.8	-0.3	0	-3	-2	0.7	-1.3
O=C(O)c1ccccc1NS(=O)(=O)c1ccc(N/N=C/c2ccc(O)c(O)c2)c([N+](=O)[O-])c1	8	-0.6	3	-0.4	0.3	2.2	12	-42	7	-0.5	-3.5
c1cc(-c2cc3nc(NC4CCCCC4)ccn3n2)ccc1OCCN1CCOCC1	-85	-1.1	-113	0.9	1.4	-0.9	-167	-24	-48	x	-2.7
CN(Cc1cnccn1)C(=O)CC1C(=O)NCCN1Cc1c(F)cccc1Cl (stereo unspecified)	-5	-0.8	-13	-0.5	-2.4	-0.7	-11	-2	-4	-0.1	0.3
CCOc1cccc(-c2ccc3nncn3c2)c1	0	-0.4	0	-1.6	0.0	-0.8	-7	15	-7	x	0.8
N#C/C(=C\c1cc2ccccc2nc1N1CCCCC1)C(N)=O	-317	-0.8	-379	6.3	2.8	-0.2	i	-1	-145	2.4	2.4
COC(=O)c1ccccc1NS(=O)(=O)c1ccc(NC(C)=O)cc1	-12	-1.1	-9	0.8	-1.1	-0.1	-2	-8	-3	0.3	-0.2
C=CCn1c(N)nc2ccccc21	-2	-1.2	1	1.6	-1.2	-1.1	4	-1	-1	0.6	0.9
O=c1oc(-c2cccs2)nc2scc(-c3cccs3)c12	-20	0.2	-25	4.6	0.4	0.0	7	8	-3	1.3	2.1
Cc1ccc(-n2c(O)c(C=Nc3ccccc3-c3n[nH]c(=S)[nH]c3=O)c3ccccc3c2=O)cc1C	-52	-2.0	-64	-6.3	-3.7	-0.8	-99	0	-36	-4.0	0.2
CCN(CC)S(=O)(=O)c1cc(NS(=O)(=O)c2cccc(C(=O)O)c2)ccc1C	1	-1.2	3	0.2	-1.2	-0.2	1	0	0	-0.4	0.0
COC(=O)c1cc2nc(-c3ccccc3)cc(C)n2n1	-440	-1.3	i	3.2	-0.7	-0.5	-191	8	-63	1.2	1.6
COC(=O)[C@@H]1CC(O)CN1C(=O)C12CC3CC(CC(C3)C1)C2 (stereo partly specified)	1	-0.6	-3	-1.9	-2.0	-0.1	-5	-3	-4	-0.1	-1.4
Cc1ccccc1C1NS(=O)(=O)N=C1N (stereo unspecified)	4	-1.6	5	0.5	-0.2	0.4	8	9	0	-1.0	-0.1
O=C(Nc1ccccc1)c1ccc(S(=O)(=O)Nc2cccc(O)c2)cc1	1	-1.2	-6	-3.8	-3.7	-1.7	9	-26	-2	-2.2	-1.8
Cc1ccc(-c2nn(CCC(=O)NCC3CCCO3)c(=O)c3ccccc23)cc1 (stereo unspecified)	2	-1.1	-1	-1.4	-0.6	-0.4	-2	6	-6	-0.3	-0.6
COc1ccc(NS(=O)(=O)c2ccc(Oc3c(C#N)cccc3C#N)cc2)cc1	-1	-1.8	-10	-7.5	-4.2	-1.7	-1	-23	-3	-2.6	-0.6
CC(C)C(C(=O)NCC1CCCO1)N(Cc1ccco1)C(=O)CNS(=O)(=O)c1ccc(F)cc1 (stereo unspecified)	2	-1.5	0	-0.6	-0.2	0.0	6	-9	-1	-0.2	-0.6
CC1(C)CC(=O)c2c(-c3cccnc3)n[nH]c2C1	4	-1.6	-1	-1.3	1.3	0.2	2	4	-5	0.2	1.8
O=C1C2C3C=CC(C4CC34)C2C(=O)N1/N=C/c1ccc(-c2ccc(Cl)cc2[N+](=O)[O-])o1 (stereo unspecified)	-15	-0.4	-6	-2.5	0.2	-0.4	5	0	2	0.7	1.7
CC(=O)NC(Cc1cc(C)ccc1C)C(=O)N1CCN(C(=O)Nc2ccc(C(C)=O)cc2)CC1 (stereo unspecified)	6	-1.3	1	-0.3	0.6	-0.1	1	7	-3	0.0	0.5
O=C(O)c1ccc(-n2cccc2/C=N\NC(=O)c2cc3cc(Br)ccc3o2)cc1	-256	-1.8	-332	-2.5	0.9	-0.6	-1	-22	-4	0.2	0.7
Cc1nc(SCC(=O)Nc2nc3ccccc3s2)n[nH]1	-1	-0.5	-4	0.6	-0.8	2.1	-5	-7	-1	1.7	3.5
C=CCNc1oc(C2CCCC2)nc1C#N	3	-1.1	3	-0.6	0.0	0.2	-2	0	-2	0.8	1.3
COC(=O)C1=C(C)N(Cc2ccccc2C(F)(F)F)C(=NCc2ccc3c(c2)OCO3)NC1c1ccccc1C(F)(F)F (stereo unspecified)	4	-0.9	11*	2.1	-1.9	0.8	5	2	6	x	x
CCOC(=O)C1CCN(S(=O)(=O)c2ccc(Cl)cc2OC)CC1	-3	-2.2	-4	-0.2	-1.7	-1.1	0	5	-7	-0.3	-0.6
COc1cc2c(cc1NC(=O)CN(C)Cc1cccc(OC)c1OC)oc1ccccc12	3	-1.8	2	-1.7	-3.3	-1.5	-4	-11	-1	-1.0	0.1
CCOC(=O)c1cnn2c(N)c(C#N)cnc12	-12	-1.0	-24	0.1	-1.0	0.6	-50	5	-26	1.3	0.1
COc1ccc2cc([C@H](C)C(=O)N(C)Cc3ccccc3N3CCCC3)ccc2c1	-7	-0.9	-15	1.0	-1.8	-0.3	1	2	-1	0.1	1.4
CC(SC(C)C(=O)NN=Cc1ccc(F)cc1)C(=O)NN=Cc1ccc(F)cc1 (stereo unspecified)	0	-1.5	-3	-2.0	1.2	2.2	-7	1	1	0.6	-1.4
Nc1cc(C(=O)O)ccc1N1CCCCC1	-9	-1.5	-5	-0.9	-1.2	0.2	-17	-1	-6	0.5	2.1
CCOCCCNC(=S)NC1CC2CCC(C1)N2Cc1ccccc1 (stereo unspecified)	0	-0.4	1	2.7	-0.6	0.4	-3	12	2	x	2.1
CCN(CC)C(=O)C(C)OC(=O)c1ccc(O)cc1 (stereo unspecified)	6	-1.0	0	0.3	0.0	-0.4	4	2	-2	-0.5	2.4
Cc1ccc2[nH]cc(CCNC(=O)c3ccc4c(c3)OCO4)c2c1	4	-1.2	-6	1.2	-1.8	-0.3	5	-36	2	-0.7	-1.4
C[C@H]1CN([C@@H](C)CO)C(=O)c2cc(-c3cccc(C(=O)N(C)C)c3)cnc2O[C@H]1CN(C)C(=O)Cc1ccccn1	-1	-1.2	-1	-2.1	1.1	-0.4	-13	5	-5	0.2	0.6
Cc1cc(C)nc(NS(=O)(=O)c2ccc(Br)cc2)n1	-2	-0.5	-5	2.2	-2.4	-0.6	0	1	-7	0.4	-0.2
CCN(CC)CCOc1nnc(-c2ccc(C)cc2)c2ccccc12	-1	-1.2	0	-0.1	-0.1	-0.2	-5	-9	-2	1.1	0.6
CCOc1ccccc1N1CC(C(=O)Nc2c(C)n(C)n(-c3ccccc3)c2=O)CC1=O (stereo unspecified)	-2	-1.0	-1	1.4	-0.6	-0.3	6	-1	0	-0.3	3.0
Cn1c(CCNC(=O)c2ccco2)nc2cc(NS(=O)(=O)c3ccccc3)ccc21	1	-1.8	1	-3.4	-1.3	-0.4	2	0	0	-0.9	-2.9
O=[N+]([O-])c1cccc(NC(=S)NCc2ccncc2)c1	-2	-1.0	1	2.3	0.7	-0.7	-2	-4	1	1.9	1.4
CCOC(=O)c1c(C)[nH]c(C(=O)COC(=O)CSCC(=O)N(CC)CC)c1C	4	-0.6	-1	-1.8	-0.6	0.2	-4	2	-2	0.9	0.7
Clc1ccc(-c2nc3c4ccccc4ccn3c2Cc2ccccc2)cc1	-6	0.1	-15	5.2	3.0	1.9	-41	10	-3	1.6	1.0
